# Shiga inhibitor: blocks Shiga toxin action in Vero cells | Vero cells, Shiga toxin protein synthesis inhibition reporter | inhibition, % at 38.7 µM | hit rate 9.2% among 290,000 | AID 2315; in the data active = inhibition mostly above about 28%, no sharp cut-off; inactive = mostly below about 43%; also: 0% is about no effect
# Cycloheximide cs: affects cycloheximide protein synthesis inhibition readout, counter-screen | hit rate 12% among 300,000 | cell reporter, cycloheximide protein synthesis inhibition counterscreen | AID 2314 | max response, %; in the data active = max response mostly above about 13%, no sharp cut-off; inactive = mostly below about 14%; also: read at 38.3 µM for the half of the compounds with a filed dose; 0% is about no effect
# Sm TGR block: inhibitors of Schistosoma mansoni thioredoxin glutathione reductase | Q962Y6 | purified TGR, DTNB reduction, TNB absorbance 405 nm | Potency, µM (doses to about 114 µM), without a hit: at the top dose activity change, negative = inhibition, usual class: inhibitors | hit rate 3% among 360,000 | AID 485364; also: potency is read from the fitted curve at half-maximal effect; % is scaled to controls: 0 for no effect and ±100 for the full control effect; nearly all actives have a fitted effect of over 60% in size
#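 First, TGR (20 nM dispensed) and NADPH were mixed with compound. Second, a 15 min room-temperature incubation followed. Third, further NADPH and then DTNB were added to start the reaction. Finally, TNB absorbance was monitored kinetically.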
# Pf growth 48h: P. falciparum growth inhibition at 48 hours (one generation); Potency, µM (highest dose often 28.7 µM), for the others: at the highest dose activity change, negative = inhibition, most hits filed as inhibitors; P. falciparum luciferase growth in erythrocytes, 48 h; hit rate 5.9% among 310,000; also: potency is read from the fitted curve at half-maximal effect; % is scaled to controls: 0 for no effect and ±100 for the full control effect
#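 Luciferase-expressing P. falciparum in infected erythrocytes (2% hematocrit, 0.1% parasitemia final) in RPMI 1640/0.5% Albumax were exposed to compound for 48 hours at 37 C, 5% CO2; growth read as luminescence.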
# Pf growth 96h: inhibits malaria parasite growth, 96 h | P. falciparum luciferase reporter growth, 96 h | Potency, µM (titrated, usually from 28.7 µM), for inactives: at the top dose activity change, negative = inhibition, usual class: inhibitors | hit rate 6.9% among 320,000; also: potency is read from the fitted curve at half-maximal effect; % is scaled to controls: 0 for no effect and ±100 for the full control effect
#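 Compounds incubated with erythrocytes infected by luciferase-expressing P. falciparum (2% hematocrit, 0.05% parasitemia final) for 96 hours, 37 C in 5% CO2. Growth inhibition scored as decreased luciferase luminescence.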
# Giardia FBPA inh: blocks Giardia fructose-bisphosphate aldolase activity | A8B2U2 | purified Giardia FBPA | Potency, µM (doses to about 59.6 µM), without a hit: at the top dose activity, negative = inhibition, hits mostly inhibitors | hit rate 0.71% among 290,000 | AID 2451; also: potency is read from the fitted curve at half-maximal effect; % is scaled to controls: 0 for no effect and ±100 for the full control effect; nearly all actives have a fitted effect of over 55% in size
# Target sequence (A8B2U2 whole entry, looked up): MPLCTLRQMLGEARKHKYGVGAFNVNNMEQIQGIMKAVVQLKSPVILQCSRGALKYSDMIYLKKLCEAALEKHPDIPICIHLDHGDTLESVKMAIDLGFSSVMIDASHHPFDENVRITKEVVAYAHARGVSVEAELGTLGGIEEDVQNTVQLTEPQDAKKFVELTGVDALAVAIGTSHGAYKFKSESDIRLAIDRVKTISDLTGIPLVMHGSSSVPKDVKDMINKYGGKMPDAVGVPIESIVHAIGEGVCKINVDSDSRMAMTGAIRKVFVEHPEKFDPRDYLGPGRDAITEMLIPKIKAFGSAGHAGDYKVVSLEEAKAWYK
#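 Giardia FBPA (40 nM reagent) was preincubated 10 min at RT with compound (up to 57.5 uM final), then substrate plus GAPDH/TPI/NAD/arsenate coupling system with diaphorase/resazurin was added; resorufin fluorescence (525/598 nm) was read after 20 min.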
# Active calls of the source: *; ? = inconclusive; nt = no result given; [ ] = dose if it differs, or a comment. Unless noted, calls follow the shape of the dose curve; as a rule, active = well fitted curve in the direction sought with a large enough effect; inconclusive = small, poorly fitted or top-dose-only effect, or another doubt; inactive = no such curve, though single readings can be large; an effect the other way counts as inactive or inconclusive.
SMILES,Shiga inhibitor,Cycloheximide cs,Sm TGR block,Pf growth 48h,Pf growth 96h,Giardia FBPA inh
Cc1ccc(CNC(=O)CCC(=O)N2CC(C)Oc3ccc(Cl)cc32)cc1 (stereo unspecified),9,-2,-6%,-11%,71%[activator],-7%
Cc1ccc(NC(=O)CN2CCOCC2)cc1C,13,-3,-6%,56%[activator],2%,-12%
O=C1/C(=C/c2cccnc2)CCC/C1=C\c1cccnc1,-5,-2,40µM*,10µM*,13µM*,0%
Cc1ccccc1CS(=O)(=O)CCC(=O)NCc1ccc(F)cc1Cl,10,-8,-3%,10%,25%,nt
O=[N+]([O-])OC1CO[C@H]2C(O[N+](=O)[O-])COC12 (stereo partly specified),nt,nt,nt,-4%,7%,9%
COc1ccccc1/C=C/C=N/NC(=O)CC1C(=O)NN=C1C (stereo unspecified),3,-2,4%,47%[activator],21%,1%
Cc1ccc(C2C(C#N)=C(N)Oc3n[nH]c(-c4ccccc4)c32)o1 (stereo unspecified),-15,-3,-35%,nt,?,?
CC(C)N(Cc1nccn1C)C(=O)CC1C(=O)NCCN1Cc1ccc(F)c(F)c1 (stereo unspecified),10,0,-28%,-3%,-1%,nt
CC(OC(=O)C1CCN(c2ccc(C(F)(F)F)cn2)CC1)C(=O)c1ccccc1 (stereo unspecified),nt,nt,-11%,-6%,10%,nt
CN(C)CCCN=Cc1c(O)n(Cc2ccccc2)c(=O)c2ccccc12,-7,-1,?,?,nt,-2%
O=[N+]([O-])c1ccc(/C=C/C2=NN(c3ccccc3)C(c3ccco3)C2)cc1 (stereo unspecified),41,15*,-13%,-8%,2%,-10%
CCOC(=O)C1C(c2ccc(O)cc2)NC(=O)NC1(O)C(F)(F)F (stereo unspecified),-7,-2,0%,-15%,?,7%
CCC(C)(C)O,-2,-6,nt,nt,nt,-1%
CCCCC(=O)Nc1sc2c(c1C(=O)OCC)CCC(C=O)=C2Cl,-3,-3,0%,?,?,0%
CCOC(=O)c1cc2c(=O)n3cccc(C)c3nc2n(CCOC)c1=NC(C)=O,13,1,8%,?,6.6µM*,-4%
Cc1cccc(C)c1OCc1cc(C(=O)N2CCN(C3CCCC3)CC2)no1,64*,35*,?,20%,8%,-5%
Cc1ccc(S(=O)(=O)/N=C(/Nc2c(C)n(C)n(-c3ccccc3)c2=O)c2ccccc2)cc1,1,-1,-7%,3%,-2%,0%
COc1ccc(C(=O)[C@@H]2CC[C@](C)(C(=O)O)C2(C)C)cc1,nt,nt,-7%,-6%,70%[activator],nt
COc1ccccc1CN1CCCC(N2CCN(c3ccccc3OC)CC2)C1 (stereo unspecified),-5,-3,-13%,-7%,4.7µM*,0%
Cc1c(C(=O)Oc2cccc3cccnc23)cccc1[N+](=O)[O-],171*,41*,0%,?,?,?

# Five compounds picked at random from the list so far:
SMILES,Shiga inhibitor,Cycloheximide cs,Sm TGR block,Pf growth 48h,Pf growth 96h,Giardia FBPA inh
Cc1ccc(S(=O)(=O)/N=C(/Nc2c(C)n(C)n(-c3ccccc3)c2=O)c2ccccc2)cc1,1,-1,-7%,3%,-2%,0%
O=C1/C(=C/c2cccnc2)CCC/C1=C\c1cccnc1,-5,-2,40µM*,10µM*,13µM*,0%
O=[N+]([O-])c1ccc(/C=C/C2=NN(c3ccccc3)C(c3ccco3)C2)cc1 (stereo unspecified),41,15*,-13%,-8%,2%,-10%
Cc1ccc(C2C(C#N)=C(N)Oc3n[nH]c(-c4ccccc4)c32)o1 (stereo unspecified),-15,-3,-35%,nt,?,?
COc1ccc(C(=O)[C@@H]2CC[C@](C)(C(=O)O)C2(C)C)cc1,nt,nt,-7%,-6%,70%[activator],nt

# Other records.
SMILES,Shiga inhibitor,Cycloheximide cs,Sm TGR block,Pf growth 48h,Pf growth 96h,Giardia FBPA inh
CCN(CC(=O)NCc1ccc(Cl)cc1)C(=O)c1cnc(Cl)c(Cl)c1,13,-2,-7%,21%,15%,8%
Cc1cc2[nH]c(=O)c(=O)[nH]c2cc1S(=O)(=O)NC1CCCCC1C (stereo unspecified),-4,-2,-15%,-1%,4.7µM*,-12%
COc1ccc2[nH]c3c(N4CCC(O)(c5cccc(C(F)(F)F)c5)CC4)ncnc3c2c1,-4,-3,13%,15µM*,2.3µM*,1%
O=C(NCCc1cccc(C(F)(F)F)c1)C1CCC(=O)N(CCc2cccc(F)c2)C1 (stereo unspecified),-10,-3,1%,2%,25%,-2%
CCOc1ccc2nc(SCC(=O)c3ccccc3)sc2c1,91*,43*,-20%,nt,39%[activator],-14%
O=c1n(-c2ccccc2)c(=O)n2n1CC(O)C2,-14,-5,7%,-1%,-15%,2%
Cc1ccc(C(C)C)cc1S(=O)(=O)NCc1ccccn1,-10,1,-3%,0%,2%,-2%
CCOc1ccc(CN2CCNC(=O)C2CC(=O)NCc2csc(C(C)C)n2)cc1 (stereo unspecified),-3,-1,0%,?,2%,-11%
N/C(=N\OC(=O)Cc1ccccc1)c1ccncc1,32,1,0%,2%,-6%,3%
COc1ccc(CC(=O)N/N=C/c2ccc(Cl)s2)cc1OC,-5,-3,-6%,19%,-4%,4%
CCCCCCOc1ccc(N2C(=O)CC(NCCc3ccc(S(N)(=O)=O)cc3)C2=O)cc1 (stereo unspecified),14,2,37%[activator],4%,nt,-5%
CNC(=O)CN1C(=O)NC2(CCc3ccccc3C2)C1=O (stereo unspecified),-14,-8,-2%,35%[activator],11%,1%
COC(=O)C1=C(c2cccc(C#N)c2)C[C@@H]2CC[C@H]1N2C(=O)NCc1cc(C)oc1C(F)(F)F,nt,nt,-7%,12µM*,?,nt
Nc1nc2n(n1)C(c1ccco1)CC(c1ccccc1)N2 (stereo unspecified),-3,-5,3%,-23%,-15%,0%
COc1ccc(-c2ccc(C3C(C#N)=C(N)Oc4n[nH]c(C)c43)o2)cc1 (stereo unspecified),20,23*,-12%,56%[activator],13%,-7%
Cc1ccc(OCc2cc(C(=O)Nc3ccccc3)oc2C)cc1,85*,51*,8%,nt,3%,-8%
Cc1nn(C)c(Cl)c1NC(=O)OCc1ccc(F)cc1,55,-3,1%,6%,4%,2%
Cc1cc(C)c(S(=O)(=O)N(C)CC(=O)NCCN2CCOCC2)c(C)c1,-7,-4,-7%,43%[activator],-11%,7%
CCc1nc(SCC(=O)Nc2cc(C)on2)n[nH]1,14,4,2%,17%,?,-1%
CCN(CC)C(=O)C1CCCN(c2ccccc2[N+](=O)[O-])C1 (stereo unspecified),22,4,6%,?,40%[activator],4%

# A portion from the list above, as a working copy:
SMILES,Shiga inhibitor,Cycloheximide cs,Sm TGR block,Pf growth 48h,Pf growth 96h,Giardia FBPA inh
Cc1cc(C)c(S(=O)(=O)N(C)CC(=O)NCCN2CCOCC2)c(C)c1,-7,-4,-7%,43%[activator],-11%,7%
CCc1nc(SCC(=O)Nc2cc(C)on2)n[nH]1,14,4,2%,17%,?,-1%
CCN(CC)C(=O)C1CCCN(c2ccccc2[N+](=O)[O-])C1 (stereo unspecified),22,4,6%,?,40%[activator],4%

# Additional results.
SMILES,Shiga inhibitor,Cycloheximide cs,Sm TGR block,Pf growth 48h,Pf growth 96h,Giardia FBPA inh
CCOC(=O)N1CCN(CCc2ccccc2)CC1,-10,-3,-17%,26%,10µM*,?
Cc1ccc2nc(-c3ccc(NC(=O)C4CCCO4)cc3)[nH]c2c1 (stereo unspecified),44,55*,1%,nt,-74%,-8%
Cc1cc(NC(=S)NC(=O)/C=C/c2ccc(S(=O)(=O)N3CCOCC3)cc2)ccc1Br,12,-1,6%,?,?,-4%
CCN1CCN(C(=O)COc2ccc3c(c2)C(=O)CC2(CCN(C(C)=O)CC2)O3)CC1,34,8,-6%,nt,8.3µM*,0%
CC(C)(C)c1ccc(-c2nc(C#N)c(NCc3ccncc3)o2)cc1,91*,57*,-15%,?,nt,-25%
Cc1cc(C)c(C(N)=O)c(NC(=O)Nc2ccccc2Cl)n1,-10,1,2%,23%,40%[activator],0%
COc1ccccc1-c1c(C)oc2c(CN3CCN(CCO)CC3)c(O)ccc2c1=O,18,-6,-32%,1%,26%,-2%
CCCN(C(=O)c1cc(C)ccc1C)c1c(N)n(Cc2ccccc2)c(=O)[nH]c1=O,nt,nt,-25%,?,?,nt
COCCn1cnnc1SCC(=O)Nc1ccc(N2CCCCC2)cc1,nt,nt,1%,49%[activator],37%[activator],nt
CSc1nnc([C@H](Cc2c[nH]c3ccccc23)NC(=O)OC(C)(C)C)o1,65*,26*,-10%,-6%,12%,-1%
O=C(CCNC(=O)c1ccco1)Nc1ccc(OC(F)F)cc1,-8,-1,4%,8%,88%[activator],13%
CCCOc1ccc(N2CC(C(=O)Nc3ccccc3C(=O)NC)CC2=O)cc1 (stereo unspecified),-5,-4,?,9%,?,2%
Cc1ccc(S(=O)(=O)/N=C2/NC(=O)/C(=C/c3ccc(Br)o3)S2)cc1,-5,-2,22µM*,2%,29%,21%
CC(=O)Nc1cccc(CCc2nc3ccccc3[nH]2)c1,nt,23*,-1%,92%[activator],?,-6%
Cc1ccc(-c2cc(C(=O)Nc3ccccc3C)c3ccccc3n2)o1,8,-1,10µM*,?,?,-25%
Cc1ccc(-n2c(C)cc(/C=N/NC(=O)CC3(C)OCCO3)c2C)cc1,34,16,0%,13µM*,?,-19%
O=C(NCCc1ccccc1)c1c(O)c2cccc3c2n(c1=O)CC3,-1,-2,0%,-8%,-7%,-19%
CCCCCC1CC(CC(=O)Nc2nncs2)C(=O)O1 (stereo unspecified),10,1,1%,-5%,7.4µM*,-1%
CCN1C(=NCC(C)C)N[C@@H](c2ccccc2)[C@H](C(=O)OC)[C@H]1C,-3,-3,-15%,35%[activator],?,18%
CCC(=O)Nc1cc(C(=O)OCc2ccc(C(=O)Oc3ccccc3)cc2)ccc1C,-4,-1,7%,66%[activator],0%,-1%

# Record cards (already shown):
# COc1ccccc1CN1CCCC(N2CCN(c3ccccc3OC)CC2)C1 (stereo unspecified) is entered as Shiga inhibitor = -5; Cycloheximide cs = -3; Sm TGR block = -13%; Pf growth 48h = -7%; Pf growth 96h = 4.7µM*; Giardia FBPA inh = 0%
# Cc1ccc(OCc2cc(C(=O)Nc3ccccc3)oc2C)cc1 is entered as Shiga inhibitor = 85*; Cycloheximide cs = 51*; Sm TGR block = 8%; Pf growth 48h = nt; Pf growth 96h = 3%; Giardia FBPA inh = -8%

# (further entries)
SMILES,Shiga inhibitor,Cycloheximide cs,Sm TGR block,Pf growth 48h,Pf growth 96h,Giardia FBPA inh
CC(=O)Nc1ccc(S(=O)(=O)NCCC(=O)OC(C)C(=O)c2ccc(C)cc2)cc1 (stereo unspecified),-2,1,3%,11%,-22%,6%
CCN(CC)S(=O)(=O)c1cccc(C(=O)OCC(=O)c2ccc3c(c2)OCCO3)c1,11,10,6%,10%,28%,4%
O=C(OCC(=O)N1CCN(c2ccccc2)CC1)c1ccc2ccccc2n1,-17,1,45µM*,-19%,4%,2%
CCCCCCc1c(C)[nH]c2nc3ccccc3n2c1=O,-9,-5,5%,-20%[0.00184 µM],-29%,-3%
Cc1cc(C)c(NC2=NCCCS2)c(C)c1,-13,-5,-4%,-11%,?,-5%
CCN(CC)S(=O)(=O)c1ccc(=O)[nH]c1,14,5,5%,17%,15%,6%
Cc1nnc(NC(=O)C2CCCN2S(=O)(=O)c2ccc(Cl)cc2)s1 (stereo unspecified),-5,-1,7%,-6%,-9%,2%
CCO[C@H]1OC(C(=O)NC2CC2)=C[C@@H](c2coc3ccccc3c2=O)[C@@H]1CCCO,-8,-1,-27%,0%,0%,-17%

# Assay outcomes (PubChem)
